# ROC1-CUL1 inh – blocks human RBX1-Cullin-1 di-ubiquitin formation; P62877+Q13616; in vitro K48 di-Ub FRET, acceptor:donor ratio, 45 min; inhibition, % at 10 µM; actives 0.6% (n = 140,000); AID 1347404; in the data active = inhibition above about 25%
# Target sequence (P62877 whole entry, looked up): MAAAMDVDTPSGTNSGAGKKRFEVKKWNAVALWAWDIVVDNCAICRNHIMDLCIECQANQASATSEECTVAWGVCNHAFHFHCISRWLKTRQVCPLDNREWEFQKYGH
# Target sequence (Q13616 whole entry, looked up): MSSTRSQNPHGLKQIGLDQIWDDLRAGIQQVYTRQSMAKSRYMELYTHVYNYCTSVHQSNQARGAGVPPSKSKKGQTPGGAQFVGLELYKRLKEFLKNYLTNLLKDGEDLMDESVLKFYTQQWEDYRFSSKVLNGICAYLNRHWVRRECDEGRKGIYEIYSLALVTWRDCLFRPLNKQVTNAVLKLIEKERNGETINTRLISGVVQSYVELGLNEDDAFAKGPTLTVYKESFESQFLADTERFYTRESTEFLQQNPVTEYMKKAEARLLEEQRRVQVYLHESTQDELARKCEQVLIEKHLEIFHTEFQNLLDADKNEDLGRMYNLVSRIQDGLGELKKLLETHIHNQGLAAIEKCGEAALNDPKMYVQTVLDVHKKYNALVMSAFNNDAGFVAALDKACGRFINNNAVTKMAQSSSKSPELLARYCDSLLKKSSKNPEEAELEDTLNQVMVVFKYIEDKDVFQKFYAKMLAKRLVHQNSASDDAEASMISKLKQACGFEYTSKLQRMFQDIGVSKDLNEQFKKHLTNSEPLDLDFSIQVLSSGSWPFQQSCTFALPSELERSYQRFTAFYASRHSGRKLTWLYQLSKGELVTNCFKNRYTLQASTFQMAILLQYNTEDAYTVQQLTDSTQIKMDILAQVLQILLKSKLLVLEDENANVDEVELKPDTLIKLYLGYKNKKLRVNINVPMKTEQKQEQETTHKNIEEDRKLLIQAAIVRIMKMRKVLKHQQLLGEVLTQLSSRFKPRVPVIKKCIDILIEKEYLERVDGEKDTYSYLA
# An asterisk follows results filed as active. A portion of the library. The share of hits here may be higher or lower than overall.
SMILES,ROC1-CUL1 inh
CCCCN(C)CCNC(=O)c1cc(-c2cccnc2)nc2ccc(S(=O)(=O)N3CCC(C)CC3)cc12,1
COC(=O)c1ccc(NC(=O)CC2C(=O)N(c3ccc(F)cc3)C(=O)N2Cc2ccc(OC)cc2)cc1 (stereo not given),-6
COc1cccc(CNC(=O)c2cnc3c(-c4ccc(F)cc4)c(C)nn3c2C)c1,-4
O=S(=O)(Cc1c(F)cccc1Cl)NCC1CCCO1 (stereo not given),-5
Cc1ccc(CSc2nnc3c(n2)OC(c2ccc(-c4ccccc4Cl)o2)Nc2ccccc2-3)cc1 (stereo not given),-2
CCOc1ccc(CNC(=O)C2=Cc3cccc(OC)c3OC2)cc1,-10
O=C(NCc1ccco1)C1CCN(S(=O)(=O)c2ccc(Cl)cc2)CC1,3
CCC(=O)N1CCN(S(=O)(=O)c2ccc(Br)s2)CC1,11
Cc1cc(C)nc(NS(=O)(=O)c2ccc(NC(=O)COc3ccc(C(C)(C)C)cc3)cc2)n1,5
O=NC=NNc1nc[nH]c1[N+](=O)[O-],2
CCOc1ccc(S(=O)(=O)Nc2cc3sc(=O)oc3c3ccccc23)cc1,0
Cn1nnnc1SCCC(=O)N1CCOCC1,-3
O=C(Nc1nnc(C2CCCCC2)s1)c1ccc2c(c1)OCO2,8
CCN1C(=O)CCNc2ccccc21,-10
CC(C)c1ccc(/C=C/C(=O)NCCCCc2ccccc2)cc1,-8
O=C1CC(N2CCN(c3cccc(C(F)(F)F)c3)CC2)C(=O)N1c1cc(Cl)cc(Cl)c1 (stereo not given),-7
Cc1cc(SCc2nn(CN(C)C)c(=S)o2)nc(N2CCOCC2)n1,6
O=S(=O)(c1ccc(Br)cc1)n1cccc1,11
O=C(NCC1CCCO1)c1cccc(S(=O)(=O)N2CCCC2)c1 (stereo not given),4
Cc1cc(-c2ccc(C)c(S(=O)(=O)N3CCCC(C)C3)c2)on1 (stereo not given),5
Cc1ccc(-n2c(SCC(N)=O)nnc2-c2ccc(Cl)cc2)cc1,4
O=C(Nc1cc(NC(=O)c2ccccc2Cl)ccc1Cl)c1ccccc1,-1
CN1N=Nc2cccc3cccc1c23,1
C1CN(CC2OCC3(CO2)COC(CN2CCOCC2)OC3)CCO1 (stereo not given),1
COc1ccc(C2=N/C(=C/c3ccc(C(C)C)cc3)C(=O)O2)cc1OC,0
CCn1cc(C(=O)NCCc2ccc(C)cc2)c(=O)c2cc(S(=O)(=O)N3CCCCC3)ccc21,-6
Cc1ccc(Cl)cc1N1CCN(C(=O)c2ccc(CS(=O)c3ccccc3)o2)CC1 (stereo not given),-6
CCOc1cccc(CNC(=O)c2ccc(N3CCCC3)c(NC(=O)Nc3ccccc3CC)c2)c1,-8
Cc1ccc(C)c(N2CCN(C(=O)c3cc(S(=O)(=O)N4CCCC4)c[nH]3)CC2)c1,4
Cc1ccc(S(=O)(=O)c2c(Nc3cccc(Cl)c3)sc(C(=O)c3ccc4c(c3)OCO4)c2N)cc1,3
CCCc1nnc2sc(-c3ccc(F)cc3)nn12,5
CCN(CC)c1ccc(/C=C/c2ccn(C)c3cc(=O)ccc2-3)cc1,-18
CCOc1ccc(CCNC(=O)Cn2nc(CC)n3c(cc4sc(CC)cc43)c2=O)cc1OCC,3
CC1=Nc2ncnn2C(c2ccc(N(C)C)cc2)C1C(=O)Nc1ccccc1 (stereo not given),8
O=C(CC1(O)C(=O)N(Cc2ccc(Cl)cc2)c2ccccc21)c1ccc2c3c(cccc13)CC2 (stereo not given),5
COc1ccc(-n2nc(C(=O)NCCc3ccc(OC)c(OC)c3)c3c4ccccc4n(C)c3c2=O)cc1Cl,-7
Cc1ccc2cccc(Sc3ccc(C(F)(F)F)cc3[N+](=O)[O-])c2n1,-2
Cc1ccc(-c2cc(C(=O)Nc3nn[nH]n3)c3ccccc3n2)cc1,-8
CCCc1[nH]nc2c1C(c1cccc3ccccc13)C(C#N)C(=N)O2 (stereo not given),-2
Nc1nc(N)c(S(=O)(=O)c2ccccc2)c(Nc2ccc(Br)cc2)n1,4
COc1ccc(-c2csc(C(C#N)C=Nc3ccccc3[N+](=O)[O-])n2)cc1OC (stereo not given),-6
CC1=CN2C(=N)/C(=C/c3cn(CCOc4ccc(C(C)(C)C)cc4)c4ccccc34)C(=O)N=C2S1,4
CCOC(=O)C1=C(C)OC(=N)C(C#N)C1c1ccccc1 (stereo not given),-2
CN(C)c1ccc(NC(=O)c2ccc3c(c2)nnn3C)cc1,-4
CCCn1c2ccccc2c2cnn(CC(=O)Nc3cccc(C(=O)OCC)c3)c(=O)c21,-1
COc1ccc2cc3c(N)c(C(=O)Nc4ccc(F)cc4)sc3nc2c1,-1
COC(=O)c1cc(-c2ccc(Cl)cc2)c2c(=O)[nH]c(=O)n(C)c2n1,5
CCN(CC)c1ccc(-n2nc3cc(C)c(NC(=O)c4ccccc4C)cc3n2)c(C)c1,-4
CCn1nc(C)c(-c2ccnc(NCc3nnc4n3CCC4)n2)c1C,9
COC(=O)C1C(=N)Oc2c(oc(CO)cc2=O)C1c1ccccc1F (stereo not given),12
CCOC(=O)c1c(-c2ccc(C)cc2)csc1NC(=O)c1ccccc1C,1
COc1ccccc1N1CCN(C(=O)C(C)Oc2ccc(C)cc2C)CC1 (stereo not given),5
Cc1cccc(C(C)C)c1NC(=O)c1c(C)noc1C,1
COC(=O)c1ccc(CN2CCCC(N3CCCC3)C2)cc1 (stereo not given),3
Cc1c(NC(=O)COc2ccc(Cl)cc2Cl)cccc1[N+](=O)[O-],5
CCN(Cc1ccncc1)C(=O)CC1(c2ccccc2OC)CC(=O)N(CCCOC)C1=O (stereo not given),8
Nc1c(C(=O)Nc2ccc(F)cc2)sc2nc3c(cc12)CCCCCC3,-7
CCN(CC)C(=O)CCN1C(=O)/C(=C/c2ccc(OC)cc2)SC1=S,-1
O=C1NC(C(F)(F)F)(C(F)(F)F)N=C2SCCN12,3
CCCN1C(=O)C(Cc2ccc(OCc3ccc(C(=O)O)cc3)c(OC)c2)=NC1=S,-4

# (listing goes on)
SMILES,ROC1-CUL1 inh
COc1ccc(OC2CCN(C(=O)C3CC3)CC2)c(C(=O)NCCOC(C)C)c1,-2
Cc1ccc(NC(=O)CN2C(=O)N=C(Cc3ccc(C)o3)C2=O)cc1,8
O=C(NC(=S)Nn1c(-c2ccccc2)nc2ccccc2c1=O)c1ccccc1Cl,7
Cc1c(Cl)cccc1N1C(=N)C(C#N)C(c2ccc(C(C)(C)C)s2)C2=C1CC(C)(C)CC2=O (stereo not given),-1
CN1CCNC(=O)C1CC(=O)N1CCC(Oc2cccc(C(F)(F)F)c2)CC1 (stereo not given),9
O=C(Cn1nnc2ccccc21)NNC(=S)Nc1ccc(F)cc1,-1
COc1ccc(Br)cc1CNC(=O)CCC(=O)N1CCSc2ccccc21,2
CCOc1cc(Cl)c(NC(=O)c2ccccc2F)cc1OCC,8
COc1ccc(NC(=O)c2cc3c(s2)-c2c(C)cccc2OC3)c(OC)c1,-4
CSc1nc(Oc2cc(C)cc(C(C)C)c2)cc(-n2[nH]c(=O)c3ccccc3c2=O)n1,2
CS(=O)(=O)c1cc(N)cc(S(C)(=O)=O)c1,-13
Cc1ccc(OS(=O)(=O)c2ccc(C)c(Cl)c2)c(/C=N/N=C2\NC(=O)C(C(C)C)S2)c1 (stereo not given),-3
CC(=O)c1ccc(NC(=O)CSc2nnc(-c3ccccc3Cl)o2)cc1,2
CCOc1ccc(CNC(=O)c2cnc3sc(N4CCCCCC4)nn3c2=O)cc1OC,0
CCOCCCNC(=O)C(c1ccc(C)cc1)N(Cc1ccc2c(c1)OCO2)C(=O)c1ccccc1O (stereo not given),-13
COc1ccc(Br)cc1CNC(=O)CN1C(=O)c2cccnc2Oc2ccc(C)cc21,1
CCc1c(C)c2ccc(O)c(CN3CCN(c4ccc(OC)cc4)CC3)c2oc1=O,11
CCOc1cc(CNC(C)(C)CO)cc(Br)c1OCC(=O)NC(C)(C)C,-4
CCc1[nH]nc2c1C(c1cccc(OCc3ccccc3)c1)C(C#N)C(=N)O2 (stereo not given),-11
CC(=O)c1c(C)n(C)c2ccc(OC(=O)c3ccc([N+](=O)[O-])cc3)cc12,-6

# Rewritten as tab-separated lines: part of the list above
SMILES	ROC1-CUL1 inh
Cc1ccc(OS(=O)(=O)c2ccc(C)c(Cl)c2)c(/C=N/N=C2\NC(=O)C(C(C)C)S2)c1 (stereo not given)	-3
CC(=O)c1ccc(NC(=O)CSc2nnc(-c3ccccc3Cl)o2)cc1	2

# (more compounds)
SMILES,ROC1-CUL1 inh
CSc1ccccc1C(=O)N1CCCC(c2nc(-c3ccncc3)ncc2-c2ccccc2C)C1 (stereo not given),7
COC(=O)CSc1ccc2nnc(CCNS(=O)(=O)c3ccccc3)n2n1,-1
Cn1c(C(=O)NCc2ccccc2F)cc2cc(S(=O)(=O)N3CCCCC3)ccc21,-6
Cc1cc(O)ccc1NS(=O)(=O)c1ccccc1,9
CCOC(=O)c1c(NC(=O)CN2CCCCCC2)sc2c1CCCCC2,-7
CCN(CC)C(=O)Nc1cc(NC(=O)N(CC)CC)c(C)nc1C,9
COc1ccc(C(=O)NCc2nnc(SCC(=O)Nc3ccc(C)cc3)n2-c2ccccc2)cc1,-13
CC1=NC(=S)NC(c2cccc(Br)c2)C1C(=O)OCc1ccccc1 (stereo not given),5
Cc1[nH]n(-c2ccccc2)c(=O)c1C(c1ccc(OCc2ccc(F)cc2)cc1)c1c(C)[nH]n(-c2ccccc2)c1=O,-7
Cc1ccn(C(=O)COc2ccccc2C)n1,-2
CCOC(=O)c1c(NC(=O)CN2CCCCCC2)sc2c1CCN(C(=O)OCC)C2,0
CCN(Cc1ccccc1)S(=O)(=O)c1ccc2[nH]c3c(c2c1)CCCCC3,10
CCC(C)CC(=O)N1CCC(C2(Cc3cccc(F)c3)NC(=O)N(CCOC)C2=O)CC1 (stereo not given),-4
COC(=O)/C(C#N)=C/c1ccc(Sc2nc3ccccc3s2)o1,-1
COc1ccc(N2CCN(C(=O)Cc3cccc(C)c3)CC2)cc1,1
O=C1N(CC2CCCCC2)CCCC12CCN(Cc1ncc[nH]1)C2 (stereo not given),2
C=CCN1N=C(C)C(C)n2c1nc1c2c(=O)n(CCC)c(=O)n1C (stereo not given),5
NS(=O)(=O)c1ccc(NCc2c(F)cccc2Cl)cc1,3
CNC(=O)c1ccccc1NC(=O)C(c1ccccc1)c1ccccc1,-10
O=C(NCc1ccc(Cl)cc1)c1cnc(N2CCCCC2)c2ccccc12,-8
CCOC(=O)N1CCc2[nH]c3ccc(C)cc3c2C1,-2
CCC(C)NC(=O)c1ccc2c(c1)N(Cc1cccc(Cl)c1)C(=O)c1ccccc1S2=O (stereo not given),-7
CC(C)CC(=O)Nc1cc(Cl)ccc1N1CCN(C(=O)C(C)C)CC1,8
CCOC(=O)C1CCN(C(=O)c2nn(-c3ccc(C)cc3)c(=O)n(C)c2=O)CC1,-11
CCc1cccc(-n2nnc(-c3nc(-c4cccs4)no3)c2N)c1,-4
CCCc1cc(C(=O)NCC2Cc3cc(-c4ccnc(SC)n4)cc(Cl)c3O2)no1 (stereo not given),-5
COc1ccc(Nc2nc(=O)[nH]nc2C)cc1Cl,-2
O=S(=O)(c1ccc(Cl)c(S(=O)(=O)N2CCCC2)c1)N1CCCC1,6
BrC1C2C=CC1c1ccccc12 (stereo not given),8
CC1CCN(c2ccc(/C=C(\C#N)c3nc4ccccc4[nH]3)cc2[N+](=O)[O-])CC1,-16
O=C(Nc1cccc(Cl)c1)c1ccccc1NC(=O)C1CC=CCC1C(=O)O (stereo not given),3
Cc1ccc2cccc(NC(=O)C(C)(C)Oc3ccc(Br)cc3)c2n1,-7
Cc1ccc(C(C2C(=O)CC(C)(C)CC2=O)C2C(=O)CC(C)(C)CC2=O)cc1,-2
C=CCNC(=S)NC(=O)C1CCCCC1,6
CN(Cc1ccccc1)C(=O)c1ccc2c(c1)N(Cc1ccc(Cl)cc1)C(=O)c1ccccc1S2=O (stereo not given),0
N#CC(C#N)C(CC(=O)c1ccc[nH]1)c1ccc(Br)cc1 (stereo not given),-2
O=C1CCC(CCC(=O)N2CCCC(C(=O)c3cccnc3)C2)(Cc2ccc(Cl)cc2)N1 (stereo not given),5
COc1cc2nc(-c3cc4c(c(OC)c3)OCCN(C(=O)C3CCCCC3)C4)cc(C)c2cc1OC,7
CC(C)CNC(=O)Cc1ccccc1,-6
CCC(=O)Nc1ccc(S(=O)(=O)N(C)Cc2ccccc2)cc1,0
O=c1oc2ccccc2n1Cc1ccc(Cl)cc1Cl,10

# Of the compounds above, these have fluorine.
SMILES,ROC1-CUL1 inh
COC(=O)c1ccc(NC(=O)CC2C(=O)N(c3ccc(F)cc3)C(=O)N2Cc2ccc(OC)cc2)cc1 (stereo not given),-6
COc1cccc(CNC(=O)c2cnc3c(-c4ccc(F)cc4)c(C)nn3c2C)c1,-4
O=S(=O)(Cc1c(F)cccc1Cl)NCC1CCCO1 (stereo not given),-5
O=C1CC(N2CCN(c3cccc(C(F)(F)F)c3)CC2)C(=O)N1c1cc(Cl)cc(Cl)c1 (stereo not given),-7
CCCc1nnc2sc(-c3ccc(F)cc3)nn12,5
Cc1ccc2cccc(Sc3ccc(C(F)(F)F)cc3[N+](=O)[O-])c2n1,-2
COc1ccc2cc3c(N)c(C(=O)Nc4ccc(F)cc4)sc3nc2c1,-1
COC(=O)C1C(=N)Oc2c(oc(CO)cc2=O)C1c1ccccc1F (stereo not given),12
Nc1c(C(=O)Nc2ccc(F)cc2)sc2nc3c(cc12)CCCCCC3,-7
O=C1NC(C(F)(F)F)(C(F)(F)F)N=C2SCCN12,3
CN1CCNC(=O)C1CC(=O)N1CCC(Oc2cccc(C(F)(F)F)c2)CC1 (stereo not given),9
O=C(Cn1nnc2ccccc21)NNC(=S)Nc1ccc(F)cc1,-1
CCOc1cc(Cl)c(NC(=O)c2ccccc2F)cc1OCC,8
Cn1c(C(=O)NCc2ccccc2F)cc2cc(S(=O)(=O)N3CCCCC3)ccc21,-6
Cc1[nH]n(-c2ccccc2)c(=O)c1C(c1ccc(OCc2ccc(F)cc2)cc1)c1c(C)[nH]n(-c2ccccc2)c1=O,-7
CCC(C)CC(=O)N1CCC(C2(Cc3cccc(F)c3)NC(=O)N(CCOC)C2=O)CC1 (stereo not given),-4
NS(=O)(=O)c1ccc(NCc2c(F)cccc2Cl)cc1,3
